Assay outcomes (PubChem BioAssay)
PPARg SRC-3 ag: agonists of human PPARgamma SRC-3 coactivator recruitment. AID 731. P37231. activation, % at 8 µM. 200,000 tested, 0.26% active. biochemical PPARgamma/SRC-3 coactivator recruitment assay; in the data active = activation above about 23%;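 also: 0% = DMSO and 100% = reference agonist; some compounds past the cut are filed as inactive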
Target sequence (P37231 whole entry, looked up): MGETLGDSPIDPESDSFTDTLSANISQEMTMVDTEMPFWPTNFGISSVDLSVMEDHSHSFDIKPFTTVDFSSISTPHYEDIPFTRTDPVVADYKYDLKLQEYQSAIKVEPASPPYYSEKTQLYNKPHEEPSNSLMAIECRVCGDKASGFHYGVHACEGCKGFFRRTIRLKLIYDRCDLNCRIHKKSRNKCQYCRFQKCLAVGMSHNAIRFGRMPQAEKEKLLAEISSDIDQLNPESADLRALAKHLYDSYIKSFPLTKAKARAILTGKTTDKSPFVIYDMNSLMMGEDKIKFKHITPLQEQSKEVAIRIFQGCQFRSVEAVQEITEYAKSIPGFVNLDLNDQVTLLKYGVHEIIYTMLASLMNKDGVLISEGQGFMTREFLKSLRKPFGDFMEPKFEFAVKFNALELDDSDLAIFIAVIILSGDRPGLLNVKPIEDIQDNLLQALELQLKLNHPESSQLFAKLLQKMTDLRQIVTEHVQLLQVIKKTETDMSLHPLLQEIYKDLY
TNAP inh noacc: inhibitors of human TNAP without phosphate acceptor. purified TNAP, CDP-star luminescence, 30 min. inhibition, % at 20 µM. 200,000 tested, 0.26% active;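 active = tissue-nonspecific alkaline phosphatase inhibition above about 50% at 20 µM in the single-dose screen, limit read from the data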;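 also: 0% = DMSO negative control and 100% = EDTA positive control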
TNAP inh hiacc: TNAP (human) inhibition, high acceptor; 200,000 tested, 0.03% active; inhibition, % at 20 µM; purified TNAP, CDP-star luminescence, 1 M DEA; P05186; AID 1135;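 active = over 50% inhibition of tissue-nonspecific alkaline phosphatase at 20 µM in the single-dose screen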;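 also: plate controls were DMSO wells for no effect and EDTA-quenched wells as full inhibition for full effect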
PPARg SRC-2 ag: promotes SRC-2 coactivator recruitment by human PPARgamma; P37231; PPARgamma LBD-SRC-2 recruitment, biochemical; activation, % at 8 µM; 200,000 tested, 0.34% active; in the data active = activation above about 22%;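 also: 0% = vehicle and 100% = reference agonist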
bIAP inh: blocks bovine intestinal alkaline phosphatase activity; purified bovine IAP, CDP-star luminescence, 30 min; 190,000 tested, under 10 active; inhibition, % at 20 µM;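 active = over 50% inhibition of intestinal alkaline phosphatase at 20 µM in the single-dose screen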
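Incubation: 30 min reaction at room temperature / Material: purified bovine intestinal alkaline phosphatase (IAP) enzyme / Input: enzyme at 1/65,000,000 dilution / Dosing: 20 µM single dose / Signal: CDP-star luminescence signal / Reagent: CDP-star chemiluminescent phosphatase substrate, 30 µM final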
Efa HMGR inh: blocks class II HMG-CoA reductase of Enterococcus faecalis; purified E. faecalis HMGR, NADPH absorbance 340 nm kinetic; inhibition, % at 10 µM; 190,000 tested, 0.41% active; AID 1066;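 active = inhibition above a set limit, the median over all tested compounds plus 3 SD, cut at about 9.5% in these data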;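 also: enzyme runs in reverse so mevalonate oxidation gives rising NADPH absorbance; 0% = complete reaction with DMSO and 100% = background rate lacking mevalonate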
TNAP act hi DEA: TNAP (human) activation, high acceptor | 200,000 tested, under 10 active | activation factor at 20 µM | purified TNAP, CDP-star luminescence, 1 M DEA, 30 min; hits give high values; 0 = EDTA background, 1 = DMSO-only activity | P05186;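 active = activation factor at least 2 at 20 µM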
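Measured by: Luminescent substrate turnover signal | Test system: Human TNAP | Input: TNAP 1/800 final | Dosing: 20 µM single point | Schedule: 30 min, room temperature | Controls: EDTA wells as negative control, DMSO wells as positive control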
SRC2 TRFRET art: flags TR-FRET format artefacts in PPARgamma SRC-2 recruitment agonist screen; TR-FRET artefact counter-screen; hits give high values; TR-FRET ratio at 8 µM; 200,000 tested, 0.4% active; AID 1049; in the data active = TR-FRET ratio above about 2000; also: inactives centre near 1500
bIAP activator: increases bovine intestinal alkaline phosphatase activity; purified bovine IAP, CDP-star luminescence, 30 min; hits give high values; fold of DMSO-control signal, blank-subtracted; 200,000 tested, 0.17% active; AID 1016; activation factor at 20 µM;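 active = activation factor of 2 or more at 20 µM, a signal rise over negative controls twice the positive control's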
PPARg SRC-1 ag: promotes SRC-1 coactivator recruitment by human PPARgamma | P37231 | PPARgamma-SRC-1 coactivator recruitment biochemical assay | activation, % at 8 µM | 200,000 tested, 0.41% active; in the data active = activation above about 19%;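 also: 0% = DMSO and 100% = reference agonist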
Starred values were filed as active, the others as inactive.

item	canonical_smiles	PPARg SRC-3 ag	TNAP inh noacc	TNAP inh hiacc	PPARg SRC-2 ag	bIAP inh	Efa HMGR inh	TNAP act hi DEA	SRC2 TRFRET art	bIAP activator	PPARg SRC-1 ag
1	CCN1CCN(C(=O)COc2ccc(S(=O)(=O)N(C)Cc3ccccc3)cc2)CC1	-9	-6	1	-3	-1	-2	1	1589	1	5
2	COc1ccccc1CC1/C(=N/O)C2CCN1CC2 (stereo unspecified)	1	-5	-3	15	-1	1	1	1576	1	10
3	COc1ccc(S(=O)(=O)NC(CC(=O)N2CCC3(CC2)OCCO3)C(C)C)cc1 (stereo unspecified)	1	-11	-6	2	1	2	1.1	1439	1	1
4	Cc1cc(/C=C2\C(=O)NC(=O)N(c3ccc(Br)cc3)C2=O)c(C)n1C	5	1	5	2	-27	-1	1	1742	1.3	8
5	Cc1c(C(=O)N2CCC3(CC2)OCCO3)sc2ncnc(N3CCN(c4ccccn4)CC3)c12	3	0	-1	6	-5	-4	1	1554	1	4
6	CCCC(=O)NC(Oc1ccccc1Cl)C(Cl)(Cl)Cl (stereo unspecified)	1	-3	-7	2	6	0	1.1	1379	0.9	-4
7	O=c1cccc2n1CC1CC2CN(C(c2ccccc2)c2sc3ncnn3c2O)C1 (stereo unspecified)	2	-9	-2	7	0	-6	1	1794	1	4
8	O=C1c2ccccc2C(=O)N1Cc1nc2ccccc2c(=O)n1-c1cccnc1	-17	-11	-7	6	13	-8	1.1	1743	0.9	7
9	O=C(c1ccc(C(F)(F)F)cc1)C1CCCN(C2CCSCC2)C1 (stereo unspecified)	-1	-2	-6	-6	-4	-2	1.1	1401	1	-4
10	Cc1c2cnn(CC(=O)N3CCC4(CC3)OCCO4)c(=O)c2c(C)n1Cc1ccccc1	0	-8	-2	0	4	-2	1	1464	1	0
11	Brc1ccc2c(c1)C(OC1CN3CCC1CC3)c1ccccc1CS2 (stereo unspecified)	0	-14	-3	6	18	-4	1	1571	0.8	4
12	O=C1NC(=O)C(=Cc2ccsc2)C(=O)N1	-2	-9	-4	-3	-3	2	1	1583	1	-3
13	CC(C)(C)N1Cc2ccccc2C1=N	3	-12	-1	-7	7	-6	1	1382	0.9	-4
14	CC1(C)C(c2ccccc2)=NC(c2cccnc2)N1O (stereo unspecified)	-3	-5	-1	2	-2	-1	1	1629	1	3
15	O=C(CNC(=O)OCc1ccccc1)Nc1ccc(Br)cc1C(=O)c1ccccc1	-16	-2	-6	-2	10	-1	1.1	1413	0.9	-1
16	COP(=O)(NS(=O)(=O)c1ccccc1)OC	4	-12	-7	0	5	0	1.1	1298	1	-7
17	c1ccc(C2NCc3ccccc3-n3cccc32)cc1 (stereo unspecified)	19	-8	-6	7	17	1	1.1	1574	0.8	3
18	Cc1cccc(NC(=S)N2CC3CC(C2)c2cccc(=O)n2C3)c1C (stereo unspecified)	-1	0	1	-3	12	1	1	1391	0.9	-2
19	CCCCCSc1cc(O)c(C(CNC)C(C)C)cc1OC (stereo unspecified)	-1	-3	-5	-8	-2	-4	1.1	1598	1	-1
20	O=C(C1CCN(S(=O)(=O)N2CCOCC2)CC1)N1CCC2(CC1)OCCO2	1	-3	-8	0	6	-1	1.1	1582	0.9	4
21	O=c1[nH]c(O)c(N=Nc2cc(C(F)(F)F)ccc2Cl)c(=O)[nH]1	1	-41	5	-4	-1	-3	1	1527	1	-2
22	CCn1c(C)cc(/C=C2\C(=O)NC(=O)N(c3ccccc3C)C2=O)c1C	-1	1	1	5	13	-4	1	1660	0.9	-6
23	CCN(CC)c1ccc(N=Cc2c(O)n(CCC3=CCCCC3)c(=O)[nH]c2=O)cc1	-17	-8	4	-14	10	-4	1	1414	0.9	10
24	CC#CP(=O)(OCC)C(O)(c1ccccc1)C(F)(F)F (stereo unspecified)	-7	-12	-2	7	15	0	1	1600	0.9	4
25	CCc1c(C)nc(N)nc1N1N=C1SCC(=O)OC	-3	-15	-4	3	0	3	1	1577	1	-5

item	canonical_smiles	PPARg SRC-3 ag	TNAP inh noacc	TNAP inh hiacc	PPARg SRC-2 ag	bIAP inh	Efa HMGR inh	TNAP act hi DEA	SRC2 TRFRET art	bIAP activator	PPARg SRC-1 ag
26	CN1C2CCC1CC(OC(=O)CCN1CCCC1)C2 (stereo unspecified)	-2	-4	-4	10	6	0	1	1528	0.9	3
27	CC(=O)N(C1=NCCCS1)c1ccc(F)cc1	4	-7	-2	0	14	1	1	1415	0.9	-2
28	CCCCCn1c(NC(=O)c2ccco2)c(C(=O)OCC)c2nc3ccccc3nc21	0	-12	-1	7	-6	1	1	1768	1.1	7
29	Cc1cc(O)c(CN2CCN(c3ccccc3)CC2)cc1C	-4	-7	-4	10	2	-6	1	1402	1	-1
30	C[N+]1(C)CCN(c2ccccc2)CC1	3	-11	1	-1	2	-5	1	1599	1	10
31	COc1ccc(OC)c(CC(=O)O)c1	-3	-10	-4	5	2	2	1	1545	1	0
32	CC1CCC(C(=O)NC(C(=O)N2CCC3(CC2)OCCO3)C(C)C)CC1 (stereo unspecified)	1	-8	-4	7	0	-3	1	1424	1	-13
33	Cc1[nH]c2ccccc2c1C(=O)C(=O)N1CC2CC(C1)c1cccc(=O)n1C2 (stereo unspecified)	1	-11	-4	2	10	-13	1	1729	0.9	11
34	Cc1ccc2c(c1)[C@@H]1CN(C)CC[C@@H]1N2C(=O)Nc1cccc(C(F)(F)F)c1	-2	-14	-2	9	3	3	1	1724	1	3
35	CC(/C=N/NC(=O)c1n[nH]c2c1CCC2)=C\c1ccccc1	7	-4	-8	2	2	-1	1.1	1736	1	2
36	CCCn1cc(C(=O)O)cn1	-1	1	2	0	-11	14*	1	1409	1.1	-3
37	Cc1ccc(-n2c(O)c(C=NC3CCCC3)c(=O)[nH]c2=O)c(C)c1	4	10	-6	-6	1	0	1.1	1623	1	1
38	CCCn1ncc(CN2CCCC(C(=O)c3cccc(OC)c3)C2)c1C (stereo unspecified)	-1	-7	-6	-8	-4	0	1.1	1581	1	-4
39	COC(=O)c1ccc(NC(=O)CSc2nc3ccc(N4C(=O)C5C6C=CC(C6)C5C4=O)cc3s2)cc1 (stereo unspecified)	-2	-17	-2	-1	9	1	1	1482	0.9	0
40	O=c1[nH]c(=O)n(Cc2ccco2)c(O)c1C=NCc1ccc2c(c1)OCO2	17	-6	-3	7	15	-1	1	1519	0.8	8
41	CC(C)CCNC(=O)c1cc(C(=O)c2cc(F)ccc2O)cn(CCC(C)C)c1=O	8	2	3	3	-6	-8	1	1762	1.1	8
42	CCn1cc(C(=O)c2ccccc2)c2ccccc21	7	-8	-5	6	27	-4	1	1560	0.7	0
43	Cc1nn(Cc2ccccc2)c(Cl)c1C(=O)OCC(=O)NCC1CCCO1 (stereo unspecified)	4	3	-2	2	-32	0	1	1546	1.3	5
44	Cc1ccc(C(=O)Nc2ccc(-n3ccnc3P(=O)(O)c3ccccc3)cc2)cc1	6	-4	-5	6	-7	6	1.1	1566	1.1	0
45	CCCCSC1=NN1c1nc(N)nc(C)c1CC	6	-5	0	15	9	-5	1	1662	0.9	5
46	O=C(COC(=O)Cc1ccccc1)Nc1ccc(SC(F)F)cc1	3	0	4	4	15	-9	1	1386	0.8	1
47	CN1C(=O)N(C)C(=O)C2(Cc3cc(N)ccc3N3CCN(c4ccccc4F)CC32)C1=O (stereo unspecified)	2	-5	-2	7	26	-4	1	1638	0.7	4
48	Cc1ccc(NC(=S)NCCc2cnc[nH]2)cc1C	5	-42	2	-2	10	2	1	1356	0.9	12
49	O=C(N=Nc1c(O)[nH]c(=O)[nH]c1=O)C1COc2cc3ccccc3cc2O1 (stereo unspecified)	1	-1	1	4	-6	0	1	1400	1.1	0
50	COc1ccccc1CCNC1CCC(C(C)(C)C)CC1 (stereo unspecified)	8	-9	-5	6	2	-5	1.1	1693	1	4

Looked up above:
In TNAP inh hiacc, `O=C(COC(=O)Cc1ccccc1)Nc1ccc(SC(F)F)cc1` reads 4
In TNAP inh hiacc, `CC1CCC(C(=O)NC(C(=O)N2CCC3(CC2)OCCO3)C(C)C)CC1` (stereo unspecified) reads -4
In Efa HMGR inh, `C[N+]1(C)CCN(c2ccccc2)CC1` reads -5

Further records.
item	canonical_smiles	PPARg SRC-3 ag	TNAP inh noacc	TNAP inh hiacc	PPARg SRC-2 ag	bIAP inh	Efa HMGR inh	TNAP act hi DEA	SRC2 TRFRET art	bIAP activator	PPARg SRC-1 ag
51	CCCC(C)C1(CC)C(=O)NC(=O)N=C1N (stereo unspecified)	-2	-11	3	7	4	-4	1	1476	1	-7
52	Fc1ccc(CN2CCN(c3ccc(Cl)cc3)CC2)cc1	2	-8	-4	2	11	-5	1	1541	0.9	2
53	COc1cccc(C2(O)CCSCC2CN(C)C)c1 (stereo unspecified)	2	-10	-2	1	-3	5	1	1641	1	4
54	CC[N+](CC)(CC#CCO)CC#Cc1ccccc1	5	-10	-2	-6	-16	-1	1	1601	1.2	-3
55	Cc1nc2cc(-c3ccccc3)nn2c(C)c1CCC(=O)N1CCC2(CC1)OCCO2	-7	-4	-2	5	-4	0	1	1317	1	-4
56	CCOC(=O)C(O)(c1ccc(NC(=O)NC2CCCCC2)cc1)C(F)(F)F (stereo unspecified)	7	14	-2	-2	0	1	1	1418	1	-2
57	COc1cc(N2CCOCC2)ccc1/C=C1\C(=O)NC(=O)N(Cc2cccs2)C1=O	5	7	1	7	-2	-2	1	1619	1	7

Not all compounds are listed; the hit share may differ from the screen's.
